Screening data: PubChem, several laboratories
HIV fusion peptide: cell-free HIV fusion peptide-binding blockers – biochemical, uHTS, fluorescence dequenching, primary screen (AID 1986); hit rate 0.3% among 290,000; cell-free peptide binding, fluorescence dequenching, 30 min; higher % means a stronger effect; one-dose inhibition, % at 20 µM; IC50 in µM for titrated hits; in the data active means inhibition mostly above about 52%, no sharp cut-off; inactive means mostly below about 76%; further: some results filed as inactive read as strong as hits
NOD1 inhibition: inhibition of NOD1-driven NF-kB reporter – cell-based, luminescence, uHTS, primary screen (AID 1578); inhibition, % at 4 µM; hits with a dose series show EC50 in µM; NOD1-driven NF-kB luciferase reporter cells, luminescence; higher % means a stronger effect; hit rate 1% among 290,000; in the data active means inhibition mostly above about 36%, no sharp cut-off; inactive means mostly below about 34%;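 further: HEK-293T reporter cells stimulated with the NOD1 agonist gamma-tri-DAP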
NOD2 inhibition: NOD2 signaling inhibitors, cell-based, luminescence, uHTS, HEK293 (AID 1566); HEK293 NOD2/NF-kB luciferase reporter, luminescence; higher % means a stronger effect; inhibition, % at 4 µM, or EC50 in µM where a hit was titrated; hit rate 0.63% among 290,000; further: many of its hits are not listed in these tables
GPR55 LPI antagonism: GPR55 antagonists blocking LPI-driven arrestin recruitment, primary screen, imaging, U2OS, beta-arrestin-GFP, LPI agonist (AID 2013). U2OS GPR55 beta-arrestin-GFP translocation imaging, LPI antagonism; higher % means a stronger effect. inhibition, % at 10 µM, or IC50 in µM where a hit was titrated. hit rate 0.13% among 290,000;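 active means spots per cell inhibited over 60%, with over 100 cells counted and total cytoplasm intensity under 500,000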;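 further: U2OS cells stably carrying GPR55 and arrestin-GFP stimulated by 5 µM LPI near EC80; imaged beta-arrestin-GFP aggregate spots per cell after agonist stimulation; plate controls were LPI-stimulated DMSO wells for no effect and DMSO wells without LPI for full effect; some results filed as inactive read as strong as hits; confirmed hits need IC50 under 10 µM and bright autofluorescent wells are also inconclusive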
KOR beta-arrestin-1: KOR agonists, beta-arrestin recruitment, primary screen, cell-based, luminescence, uHTS (AID 1777); KOR beta-arrestin recruitment, luminescence; higher % means a stronger effect; activation, % at 10 µM, or EC50 in µM where a hit was titrated; hit rate 0.02% among 280,000; in the data active means activation above about 50%, passing the limit was not always enough; further: a part of the inactive calls stands beside numbers as strong as those of hits
GPR55 activation: GPR55 agonists via beta-arrestin recruitment, primary screen, imaging, U2OS cells, beta-arrestin-GFP redistribution (AID 1961) | activation, % at 10 µM, or EC50 in µM where a hit was titrated | U2OS GPR55 beta-arrestin-GFP redistribution imaging; higher % means a stronger effect | hit rate 0.048% among 290,000;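 active means activation above 40% with more than 50 cells counted in the well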;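 further: U2OS osteosarcoma cells stably expressing GPR55 and beta-arrestin-GFP; plate controls were DMSO negative control for no effect and LPI positive control for full effect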
MgcRacGAP inhibition: MgcRacGAP GTPase-activating activity inhibitors, confirmation, biochemical, ADP Hunter fluorescence; MgcRacGAP-stimulated Rac1 GTP hydrolysis, ADP Hunter fluorescence; higher % means a stronger effect; GST-tagged Rac1 F28L mutant substrate; inhibition, % at 30 µM; hits with a dose series show IC50 in µM; hit rate 0.6% among 340,000;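 active means first-screen hits whose inhibition reached a set limit at any dose in the follow-up dose series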;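 further: fluorescence reports GDP produced by GAP-driven GTP hydrolysis; strong numbers were not always called active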
KOR beta-arrestin-2: kappa opioid receptor blockers – cell-based, luminescence, uHTS (AID 1778); KOR beta-arrestin recruitment, luminescence, antagonist mode; higher % means a stronger effect; one-dose inhibition, % at 10 µM; IC50 in µM for titrated hits; hit rate 0.091% among 290,000; further: strong numbers were not always called active
SV40 large T antigen: SV40 large T antigen inhibitors, biochemical (AID 1903). SV40 large T antigen ATPase/helicase inhibition assay; higher % means a stronger effect. inhibition, % at 20 µM; hits with a dose series show IC50 in µM. hit rate 0.39% among 310,000; in the data active means a potency from the dose series; further: strong numbers were not always called active
An asterisk follows results filed as active; x = no result given; [ ] = dose if it differs, or a comment. Unless noted, no stated cut-off is given here; in the data, active means inhibition above about 50%; inactive means the rest. This is a subset; the hit share may differ from the screen's.

SMILES	HIV fusion peptide	NOD1 inhibition	NOD2 inhibition	GPR55 LPI antagonism	KOR beta-arrestin-1	GPR55 activation	MgcRacGAP inhibition	KOR beta-arrestin-2	SV40 large T antigen
CCOC(=O)c1sc2ncn(C(CC)C(=O)OC)c(=O)c2c1C (stereo not drawn)	-1.7%	-17%	-9%	-10%	4.3%	-0.3%	0%	-32%	-1%
COc1cc2nc(COc3ccc(C#N)cc3)n(CC#N)c(=O)c2cc1OC	-2.2%	-16%	2%	0%	15%	-0.1%	14%	10%	10%
CCSc1ccccc1C(=O)Nc1cc(OC)c(OC)c(OC)c1	0.7%	-15%	7%	7%	1.2%	-0.1%	7%	-36%[20 µM]	7%
CNc1nc2cc([N+](=O)[O-])c([N+](=O)[O-])cc2nc1NC	-0.7%	28%	19%	5%	-6.9%	-0.1%	8%	-29%	5%
COc1ccc(CCCc2nnc(SCC(=O)Nc3nccs3)n2C)cc1C	1.1%	-20%	-11%	-1%	0.4%	0.2%	8%	-12%	12%
Cc1cccc(C(=O)N[C@H](C(=O)Nc2cccc(S(=O)(=O)N3CCCC3)c2)C(C)C)c1	-1.3%	2%	16%	-2%	-0.6%	-0.1%	11%	13%	5%
COc1ccc(-c2cn3c(C)c(C(=O)NCCN4CCOCC4)sc3n2)cc1	0.6%	7%	-18%	5%	-0.6%	-0.1%	6%	2%	6%
CCOc1ccc(N(CC(=O)NC2CCCC2)S(=O)(=O)c2c(C)noc2C)cc1	1.4%	8%	1%	-11%	-3.2%	-0.1%	2%	24%	7%
CCCN(CCC)CCCNC(=O)C(NS(=O)(=O)c1ccc2c(c1)CCC(=O)N2)c1ccccc1 (stereo not drawn)	1.2%	-26%	8%	-2%	-5.0%	-0.4%	6%	48%	16%
NC(=O)[C@@H]1CC2(CC(c3cccc(NC(=O)CC(c4ccccc4)c4ccccc4)c3)=NO2)CN1C(=O)COc1ccc(Cl)cc1 (stereo partly drawn)	7.8%	18%	-7%	-1%	0.6%	-0.1%	6%	25%	10%
O=[N+]([O-])c1ccc(C[n+]2ccc(Cc3ccccc3)cc2)cc1	-1.7%	-1%	3%	4%	-1.0%	-0.6%	5%	6%	11%
COc1ccc(/C(C)=N/OC/C(O)=C(\C#N)c2nc3ccccc3[nH]2)cc1OC	0.9%	6%	-14%	5%	2.8%	0.5%	8%	-76%[20 µM]	8%
CCOc1ccc(C(C)NC(=O)c2ccccc2F)cc1 (stereo not drawn)	2.9%	-16%	2%	5%	-0.5%	0.1%	7%	1%	4%
Fc1ccccc1Nc1nc(N2CCOCC2)nc(N2CCOCC2)n1	-0.7%	-33%	10%	6%	-1.9%	0.3%	9%	-29%[20 µM]	11%
Cc1ccc(N(Cc2ccc(C(=O)NCCSc3ccccn3)cc2)S(C)(=O)=O)cc1C	2.7%	36%	13%	9%	1.6%	0.5%	4%	16%	10%
COc1ccc(Cc2nnc(N/N=C/c3ccccc3O)[nH]c2=O)cc1OC	0.5%	-31%	2%	8%	3.1%	-0.3%	5%	3%	-84%
O=C(CSc1nnc(NC(=O)C2CC2)s1)Nc1ccccc1	0.1%	-45%	4%	10%	0.9%	0.2%	8%	-49%	3%
CCNC(=S)N(CCN(C)C)Cc1cc2cc(OCC)ccc2[nH]c1=O	0.2%	2%	12%	2%	5.1%	-0.2%	4%	8%	3%
CCOC(=O)c1c(-c2cccc([N+](=O)[O-])c2)csc1NC(=O)C1CCCCC1	1.5%	8%	24%	2%	8.0%	-0.3%	9%	10%	4%
COc1ccc(NC(=O)C2CCN(C(=O)c3cccs3)CC2)cc1OC	-1.3%	-25%	9%	2%	-1.3%	0.0%	-2%	8%	-2%
Cc1ccc(N(C(C)C(=O)O)S(=O)(=O)c2cccnc2)cc1 (stereo not drawn)	1.2%	4%	-8%	-8%	7.8%	0.2%	4%	-31%	1%
CCC(OC(=O)C1=Cc2ccccc2OC1)C(=O)NC1CCCC1 (stereo not drawn)	2.5%	4%	8%	9%	-1.5%	-0.3%	3%	-3%	7%
CCOC(=O)C1CCCN(C(=O)/C=C/c2ccccc2[N+](=O)[O-])C1 (stereo not drawn)	2.0%	-24%	0%	2%	3.8%	0.2%	3%	13%	10%
C=CCNC(=O)c1onc(CSc2nc3ccccc3[nH]2)c1C(=O)NCC=C	-0.8%	30%	6%	14%	-5.3%	-0.2%	11%	-2%[20 µM]	18%
CCN(CC)C(=O)c1cc(Cl)ccn1	-0.4%	-32%	-4%	10%	3.0%	0.0%	12%	-49%	-3%
O=C(c1cccs1)N1CCN(S(=O)(=O)Cc2ccccc2)CC1	1.8%	-12%	9%	5%	-5.1%	0.3%	-3%	13%	-2%
CN1CCN(C(=O)c2cn(C)c3ccc(S(=O)(=O)N(C)C4CCCCC4)cc3c2=O)CC1	-2.5%	-1%	6%	12%	-6.3%	-0.1%	4%	-17%	-7%
Cn1cc(Br)c(NS(=O)(=O)c2ccc(Cl)s2)n1	-1.5%	-7%	12%	-3%	5.4%	-0.2%	6%	-19%	4%
CCOC(=O)C1(Cc2cccc(OC)c2)CCN(Cc2ccc(C)s2)CC1	0.8%	24%	15%	23%	-1.0%	0.0%	3%	-6%	1%
COc1ccc(COC(=O)C2=C(C)NC(=O)NC2c2ccc(O)cc2)cc1 (stereo not drawn)	-1.5%	23%	6%	12%	-1.2%	0.9%	3%	-31%[20 µM]	1%
CC(=O)c1ccc(-n2nnnc2SCC(=O)Nc2sc(C)c(C)c2C#N)cc1	6.6%	-19%	12%	11%	-3.0%	0.2%	19%	22%	15%
CC(C)N(Cc1ccccc1)C(=O)CCS(=O)(=O)c1ccc2c(c1)oc(=O)n2C	-3.0%	7%	-6%	3%	0.5%	-0.1%	7%	5%	10%
NS(=O)(=O)c1ccc(N2C(=O)C3C4CC(C(Br)C4Br)C3C2=O)cc1 (stereo not drawn)	0.9%	13%	-12%	-8%	-8.0%	0.0%	15%	-37%	2%
CC(C)(C)c1ccc(C(CC(=O)O)NC(=O)CSc2ccccc2)cc1 (stereo not drawn)	5.1%	-30%	1%	-8%	-1.7%	0.1%	x	10%	5%
CCc1nc2cc([N+](=O)[O-])c([N+](=O)[O-])cc2[nH]1	0.7%	-26%	-6%	-8%	6.0%	-0.2%	4%	-24%	7%
COc1cccc(Nc2nnc(SCc3nc4ccccc4s3)s2)c1	0.8%	9%	-32%	20%	2.0%	-0.1%	3%	2%	3%
O=C1C2C3C=CC(C3=C(c3ccccc3)c3ccccc3)C2C(=O)N1Cc1ccccc1 (stereo not drawn)	-2.4%	13%	15%	17%	9.7%	-0.2%	6%	20%	1%
COc1ccc(S(=O)(=O)N(C)c2ccc(C(=O)N3CCOCC3)cc2)cc1OC	0.4%	x	-1%	3%	1.0%	0.8%	4%	15%	4%
Fc1cccc2sc(Nc3nnc(-c4ccco4)o3)nc12	47%	104%*	-225%	-2%	-8.5%	-0.2%	6%	35%	15%
Cc1ccc(Cl)cc1N1CCN(C(=O)COc2ccc3c(c2)CCC3)CC1	-1.2%	-16%	5%	-1%	-3.7%	-0.1%	12%	50%	18%
CCc1ccc(CN(C(=O)COc2c(C)cccc2C)C2CCS(=O)(=O)C2)cc1 (stereo not drawn)	-0.3%	-29%	-12%	-4%	1.5%	-0.2%	9%	10%	4%
O=c1cc(-c2ccc(Cl)cc2)nc(N2CCN(c3ccccc3)CC2)[nH]1	0.0%	-6%	8%	19%	-3.3%	0.2%	2%	7%	12%
Cc1ccc(-n2ncc3c(=O)n(CC(N)=O)cnc32)cc1	0.8%	3%	-7%	-5%	5.7%	-0.3%	4%	-35%[20 µM]	6%
COc1ccccc1NC(=O)Nc1ccc(Cl)c(S(=O)(=O)Nc2ccccc2OC)c1	-0.8%	-10%	14%	8%	10%	-0.2%	5%	-8%	8%
O=C(Cn1c(=O)sc2ccccc21)NCCOc1ccccc1F	2.8%	-15%	12%	17%	-2.9%	0.1%	6%	-18%	6%
Cc1ccc(NC(=O)C(C)OC(=O)c2ccc(NS(=O)(=O)c3ccc(F)c(F)c3)cc2)cc1 (stereo not drawn)	-4.8%	7%	27%	10%	8.2%	0.0%	8%	-18%	3%
Cc1cc(NC(=O)CSc2nc3c(cc2C#N)CCCC3)no1	1.6%	-70%	-140%	-10%	1.5%	-0.1%	11%	1%	6%
COc1ccc(C2c3sc(=O)[nH]c3SC3C4CCC(C4)C23)cc1 (stereo not drawn)	2.0%	15%	19%	40%	-0.6%	-0.2%	16%	-16%	15%

Retrieved one by one from the list above:
SMILES	HIV fusion peptide	NOD1 inhibition	NOD2 inhibition	GPR55 LPI antagonism	KOR beta-arrestin-1	GPR55 activation	MgcRacGAP inhibition	KOR beta-arrestin-2	SV40 large T antigen
Cc1ccc(NC(=O)C(C)OC(=O)c2ccc(NS(=O)(=O)c3ccc(F)c(F)c3)cc2)cc1 (stereo not drawn)	-4.8%	7%	27%	10%	8.2%	0.0%	8%	-18%	3%
Cc1cc(NC(=O)CSc2nc3c(cc2C#N)CCCC3)no1	1.6%	-70%	-140%	-10%	1.5%	-0.1%	11%	1%	6%
O=C1C2C3C=CC(C3=C(c3ccccc3)c3ccccc3)C2C(=O)N1Cc1ccccc1 (stereo not drawn)	-2.4%	13%	15%	17%	9.7%	-0.2%	6%	20%	1%

Further records.
SMILES	HIV fusion peptide	NOD1 inhibition	NOD2 inhibition	GPR55 LPI antagonism	KOR beta-arrestin-1	GPR55 activation	MgcRacGAP inhibition	KOR beta-arrestin-2	SV40 large T antigen
COc1cccc(C2C(C(C)=O)=C(C)Nc3ncnn32)c1 (stereo not drawn)	-0.8%	8%	13%	10%	-3.3%	0.0%	7%	24%	3%
Cn1c(CCN2CCCCCC2)nc2cc(NC(=O)Nc3ccccc3)ccc21	-0.3%	-45%	-50%	3%	4.7%	-0.1%	7%	1%	49%
N#Cc1c(SCC(=O)N2CCOCC2)nsc1SCC(=O)N1CCOCC1	0.3%	x	-1%	14%	-3.2%	0.2%	3%	10%	-6%
COc1ccc(C2OC(=O)CC2C(=O)NC2CCCCCC2)cc1OC (stereo not drawn)	-2.8%	-30%	1%	31%	-0.8%	0.0%	3%	-6%	2%
CC(C)N(CCn1c(=S)[nH]c2ccccc2c1=O)C(C)C	-2.7%	-7%	11%	16%	-9.6%	-0.1%	1%	3%	10%
CCCCCn1c(SCC(=O)OCC)nc2cc(C(=O)NCc3ccco3)ccc2c1=O	0.6%	-65%	-13%	-1%	4.5%	0.0%	8%	-246%	9%
O=c1cccccc1NN=C1CCCCCC1	6.9%	-1%	-75%	2%	-6.5%	0.4%	14%	13%	26%
COc1cc2cc(C(c3nnnn3C(C)(C)C)N3CCc4ccccc4C3)c(=O)[nH]c2cc1OC (stereo not drawn)	2.8%	5%	-6%	3%	1.4%	-0.2%	5%	20%	5%
C/C(=N\n1cnnc1)c1ccccc1	-2.3%	-21%	-2%	3%	-1.0%	-0.4%	1%	5%	1%
CCOC(=O)N1CCN(CC(O)COCc2ccccc2)CC1 (stereo not drawn)	0.6%	-2%	3%	28%	-2.1%	-0.4%	3%	-6%	-1%
